BoNT A protease – inhibitors of Botulinum neurotoxin A light chain protease; inhibition, % at 10 µM; AID 588499; 360,000 tested, 0.17% active; multiplex microsphere protease substrate cleavage, flow cytometry; in the data active = inhibition above about 30%; inconclusive = no clear call, values can overlap the other calls; note: plate controls were buffer without enzyme for full effect and enzyme alone for no effect
Mtb FBA inh – inhibitors of M. tuberculosis fructose-bisphosphate aldolase. purified M. tuberculosis FBA, fluorescence read-out. inhibition, % at 1 µM. P9WQA3. 360,000 tested, 2.3% active; in the data active = inhibition above about 27%;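 note: 0% = vehicle and 100% = reference inhibitor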
Target sequence (P9WQA3 whole entry, looked up): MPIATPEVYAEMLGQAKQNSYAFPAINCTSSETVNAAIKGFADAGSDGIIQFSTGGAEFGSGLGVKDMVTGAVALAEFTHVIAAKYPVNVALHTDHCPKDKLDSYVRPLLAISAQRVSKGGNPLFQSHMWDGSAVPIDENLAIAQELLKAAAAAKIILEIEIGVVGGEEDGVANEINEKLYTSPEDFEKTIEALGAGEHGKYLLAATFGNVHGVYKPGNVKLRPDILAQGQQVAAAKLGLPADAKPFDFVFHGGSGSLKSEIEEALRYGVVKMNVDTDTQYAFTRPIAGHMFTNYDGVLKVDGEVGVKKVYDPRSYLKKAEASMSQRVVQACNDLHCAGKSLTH
PrPC surface inh – inhibitors of human cell surface prion protein PrPC; P04156; TR-FRET read-out; inhibition, % at 13.8 µM; 370,000 tested, 0.43% active; AID 720596; in the data active = inhibition above about 24%; note: 0% = median of the test wells and 100% = reference compound wells
CCHF vOTU inh – CCHFV vOTU protease inhibition. inhibition, % at 11.5 µM. AID 651958. 370,000 tested, 0.55% active. Pep-AMC fluorescence; note: 0% = vehicle wells with enzyme and 100% = no enzyme wells
GDH-TPI counter – counter-screen for M. tuberculosis FBA inhibitors: GDH-TPI coupled enzymes; GDH-TPI coupled enzyme counterscreen, NADH absorbance; AID 588335; 360,000 tested, 1.2% active; inhibition, % at 4.8 µM;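 note: 0% = DMSO wells and 100% = wells lacking the enzyme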
BoNT F protease – blocks Botulinum neurotoxin F light chain protease | Multiplex microsphere protease cleavage assay, flow cytometry | inhibition, % at 10 µM | 360,000 tested, 0.22% active | AID 588497; in the data active = inhibition above about 35%, passing the limit was not always enough; inconclusive = no clear call, values can overlap the other calls; note: plate controls were buffer without enzyme for full effect and enzyme alone for no effect
FadD28 binding – M. tuberculosis FadD28 bisubstrate binding inhibition; FadD28 bisubstrate probe binding, fluorescence polarization; inhibition, % at 12.5 µM; 360,000 tested, 0.22% active; AID 588549; in the data active = inhibition above about 8.5%, passing the limit was not always enough; inconclusive = no clear call, values can overlap the other calls
BioA inh – inhibitors of Mycobacterium tuberculosis BioA enzyme; purified M. tuberculosis BioA enzyme, plate reader; inhibition, % at 9.99 µM; 360,000 tested, 0.096% active; AID 602481; in the data active = inhibition above about 40%; inconclusive = no clear call, values can overlap the other calls
Mtb UGM inh – inhibitors of M. tuberculosis UDP-galactopyranose mutase | purified UGM, fluorescence polarization probe displacement | 320,000 tested, 0.06% active | AID 504406 | inhibition, % at 10 µM; in the data active = inhibition above about 10%, passing the limit was not always enough; inconclusive = no clear call, values can overlap the other calls
Target sequence (P9WIQ1 whole entry, looked up): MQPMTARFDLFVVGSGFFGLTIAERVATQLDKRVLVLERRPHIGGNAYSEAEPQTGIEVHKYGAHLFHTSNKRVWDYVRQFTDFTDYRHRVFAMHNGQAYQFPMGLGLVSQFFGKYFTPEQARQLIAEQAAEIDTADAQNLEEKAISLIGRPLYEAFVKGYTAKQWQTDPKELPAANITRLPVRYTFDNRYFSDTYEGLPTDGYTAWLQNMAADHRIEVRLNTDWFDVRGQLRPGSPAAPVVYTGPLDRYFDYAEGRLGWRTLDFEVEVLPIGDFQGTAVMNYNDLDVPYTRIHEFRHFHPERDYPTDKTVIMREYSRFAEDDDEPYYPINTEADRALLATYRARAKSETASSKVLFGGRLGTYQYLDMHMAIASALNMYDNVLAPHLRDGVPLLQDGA
* hit, by the source's call; ? = inconclusive; . = no result given; & = joins results of further samples. Cut-off read from the data, not from the text of the source, unless noted: active = inhibition above about 30%; inactive = the rest.

SMILES	Mtb UGM inh	BoNT F protease	FadD28 binding	CCHF vOTU inh	Mtb FBA inh	GDH-TPI counter	BoNT A protease	BioA inh	PrPC surface inh
O=C(Nc1nc2ccc(S(=O)(=O)N3CCCC3)cc2s1)c1ccccn1	2.1	-5	-2.9	1	-2	8	-2.6	.	-9
NC(=S)NN=C1c2ccccc2-c2ccccc21	0.1	-3	-7.8	6	-6	3	-1.7	-0.8	-8
Cc1ccccc1-c1ccccc1N	1.0	1	-2.5	2	1	-3	-0.2	0.9	1
COc1ccc(NC(=O)C2CCN(C(=O)C3CC(=O)N(c4ccc(C)cc4)C3)CC2)c(OC)c1 (configuration not stated)	0.5	-9	-0.1	14	-2	11	0.0	-0.7	3
CSc1ncnc2c1ncn2CCCNCc1ccc2c(c1)OCO2	.	-3	-1.7	-3	-5	-6	-0.3	-1.1	-8
COc1ccc(C=O)cc1COc1ccc([N+](=O)[O-])c(C)c1	-0.9	1	-0.8	1	3	10	0.3	2.5	-1
COC(=O)C1CCCN1S(=O)(=O)c1ccc([N+](=O)[O-])cc1 (configuration not stated)	1.4	17	-3.6	-8	1	-2	3.6	-1.7	-23
CCOC(=O)c1sc2nc(C)[nH]c(=O)c2c1C	1.4	6	-0.9	-2	3	4	0.4	.	1
CCN(CC)c1ccc(NC(=O)CN2CCN(c3ccccn3)CC2)cc1	2.3	25	0.0	8	6	4	1.1	0.8	8
CC(CCc1ccc(O)cc1)NCCC(c1ccccc1)c1ccccc1 (configuration not stated)	0.6	.	-4.0	0	1	6	.	1.4	-16
CN(C)c1cc[n+](CC(=O)c2ccc(-c3ccccc3)cc2)cc1	-0.1	3	-3.5	5	-1	7	0.1	.	6
O=c1c2cn[nH]c2[nH]c(=S)n1-c1ccccc1F	-0.4	7	-1.3	-16	3	7	2.5	-0.8	4

The listing continues:
SMILES	Mtb UGM inh	BoNT F protease	FadD28 binding	CCHF vOTU inh	Mtb FBA inh	GDH-TPI counter	BoNT A protease	BioA inh	PrPC surface inh
CC(=O)N1c2ccccc2N(Cc2ccc([N+](=O)[O-])cc2)C(=O)C1(C)C	2.6	2	0.2	-3	-5	1	-0.3	.	-14
Cc1ccc(/C=N/N=C2/NC(=O)C(CC(=O)Nc3ccc(Cl)cc3)S2)o1 (configuration not stated)	-0.9	0	-1.9	0	-1	41*	0.2	1.6	-9
CCC(c1nc2ccccc2c(=O)n1-c1nc2ccccc2s1)N1C(=O)c2ccccc2C1=O (configuration not stated)	-0.8	-2	-1.1	-8	0	9	-0.9	.	3
CC1Cc2ccccc2N1Cc1nc2scc(-c3cccs3)c2c(=O)[nH]1 (configuration not stated)	1.2	-22	-1.6	6	-3	9	-0.4	-1.2	-5
CC1(C(=O)NCC2CC2)CCN1C(=O)C/C=C/c1ccccc1 (configuration not stated)	.	6	-0.4	-2	2	3	-0.4	-0.7	0
O=C(CSc1nnc(CNc2ccc(F)cc2)n1Cc1ccco1)N1CCCC1	0.4	8	-3.5	2	6	-9	0.4	4.6	-3
CC(=O)N(CN1C(=O)c2ccc([N+](=O)[O-])cc2C1=O)c1cccc(C(=O)O)c1	0.2	-3	-5.1	3	-1	-4	-0.4	.	-8
O=C(NC1CC1)C1=C[C@@H](c2ccc3c(c2)OCO3)C[C@@H](OCCCCO)O1	0.7	0	-0.4	-1	2	0	-0.3	1.2	-4
O=C(Nc1cccc(N2CCCC2)c1)c1cccs1	-0.7	-64	-5.2	-6	4	17	10	-2.8	-14
COc1ccc(S(=O)(=O)Nc2ccc3c(c2)C(=O)N([C@H](C)CO)C[C@H](C)[C@@H](CN(C)C(=O)NC2CCCCC2)O3)cc1	1.0	6	-1.0	-1	0	-3	-0.8	0.0&0.4	4
COc1cc(C(=O)Nc2ccc3c(c2)C(=O)c2ccccc2C3=O)cc(OC)c1OC	3.0	11	0.7	9	0	7	3.0	-0.5	1
O=C(N/N=C(/c1ccccc1)c1ccncc1)c1ccc2c(c1)OCO2	2.7	7	-5.4	5	-3	20	1.0	-0.4	3

The closing three entries of the part above are carried over, then new ones follow:
SMILES	Mtb UGM inh	BoNT F protease	FadD28 binding	CCHF vOTU inh	Mtb FBA inh	GDH-TPI counter	BoNT A protease	BioA inh	PrPC surface inh
COc1ccc(S(=O)(=O)Nc2ccc3c(c2)C(=O)N([C@H](C)CO)C[C@H](C)[C@@H](CN(C)C(=O)NC2CCCCC2)O3)cc1	1.0	6	-1.0	-1	0	-3	-0.8	0.0&0.4	4
COc1cc(C(=O)Nc2ccc3c(c2)C(=O)c2ccccc2C3=O)cc(OC)c1OC	3.0	11	0.7	9	0	7	3.0	-0.5	1
O=C(N/N=C(/c1ccccc1)c1ccncc1)c1ccc2c(c1)OCO2	2.7	7	-5.4	5	-3	20	1.0	-0.4	3
Cc1nonc1C(=O)N/N=C/c1ccc(O)c(O)c1	-1.9	0	-3.5	0	-2	21	0.6	-0.5	7
CN1CCN(c2ccccc2N)CC1	2.4	-38	-0.9	6	1	9	0.7	1.1	2
COc1ccccc1N(CC(=O)Nc1ccc(S(=O)(=O)N2CCCCC2)cc1)S(C)(=O)=O	3.4	-4	-0.9	-3	0	3	?	2.6	0
COc1cc(C(=O)Oc2ccccc2)ccc1OCc1c(C)noc1C	1.0	-3	-1.1	-20	-3	-12	0.5	.	-9
CC[C@H]1CN2CCC1C[C@@H]2[C@@H](O)c1ccnc2ccc(OC)cc12 (some centres not stated)	.	-5	-3.7	11	11	7	-0.2	0.1	2
CCOc1ccc(NC(=O)C2CCCN(S(=O)(=O)c3c(C)nn(C)c3C)C2)cc1 (configuration not stated)	-1.8	4	-0.8	-5	4	1	0.1	-0.1	-2
CCCCCC(=O)Nc1ccc(-c2csc(N)n2)cc1	1.0	-8	-1.8	14	0	10	-0.4	.	12
COc1ccc(CNC(C)C23CC4CC(CC(C4)C2)C3)c(OC)c1OC (configuration not stated)	-1.9	9	0.3	-10	2	4	-1.7	-1.0	4
O=C(COC(=O)CCSc1ccc(Cl)cc1)NCc1ccc(Cl)cc1	0.1	-1	-7.8	-6	-2	-8	0.2	-1.6	-5
CCC(C)(CC(=O)N(C)CCC#N)c1ccccc1 (configuration not stated)	2.3	0	-0.2	0	-1	4	-0.3	.	0
CC(=O)c1ccc(OCCCC(=O)Nc2ccc(Cl)c(S(=O)(=O)N3CCOCC3)c2)cc1	.	-12	-1.8	-2	-1	1	-0.1	0.4	2
CCc1nnc2sc(-c3ccc(NC(=O)CSc4ccc(Cl)cc4)cc3)nn12	-4.8	-11	-1.2	0	-2	5	0.8	-0.7	-5

Other compounds.
SMILES	Mtb UGM inh	BoNT F protease	FadD28 binding	CCHF vOTU inh	Mtb FBA inh	GDH-TPI counter	BoNT A protease	BioA inh	PrPC surface inh
CCOC(=O)N1CCC(C(=O)Nc2ccc(OCC)cc2)CC1	1.5	-7	-2.4	6	-1	4	-0.4	-0.2	6
CC(C)C1(C)N=C(c2ncccc2C(=O)O)NC1=O (configuration not stated)	1.6	-14	-1.9	-3	1	-2	-0.5	-1.3	-5
Cc1ccc(S(=O)(=O)N(C)c2cc(S(=O)(=O)Nc3ccncc3)c(C)cc2C)cc1	0.0	-3	-2.1	-8	-4	-6	0.5	.	10
CCN(CC)C(=O)C1=C(C)N(Cc2ccccc2)C(=O)C(CC(=O)NC2CCCCC2)C1 (configuration not stated)	.	4	-0.2	4	1	18	-0.1	-0.7	3
CCOC(=O)[C@]12Cc3c(cc(OC)c(OC)c3OC)[C@H]1N(C(C)C)C(=O)c1cc(OC)ccc12	.	-3	.	0	.	.	-0.2	.	9
O=C(N=C1SC2CS(=O)(=O)CC2N1c1ccc(Br)cc1F)C1CC1 (configuration not stated)	1.5	1	0.6	1	3	3	-0.3	-3.8	-3
c1ccc(CN2CCN(c3nc(-c4ccccc4)nc4ccccc34)CC2)cc1	0.3	1	-5.4	5	-3	9	2.2	-2.8	-6
CCOC(=O)/C(C#N)=C1\CC2CCC1(C)C2(C)C (configuration not stated)	13*	5	-2.3	-10	5	1	-0.4	.	5
CC1Cc2ccccc2N1C(=O)c1ccc2snnc2c1 (configuration not stated)	-1.4	14	0.8	-14	1	9	1.8	5.9	-3
Cc1ccc(C)c(S(=O)(=O)Nc2ccc(C(=O)N3CCC3)cc2)c1	0.6	4	-0.3	-9	4	0	-0.9	0.2	4
Cc1c(CNCCc2ccccc2)c(C(=O)O)c(C)n1-c1ccccc1	0.3	5	-0.3	-6	0	6	-1.9	3.2	0
COc1ccc(NC(=O)c2cc3nc(-c4ccccc4)cc(C)n3n2)cc1OC	1.0	3	-1.1	-9	1	7	0.9	4.8	4

Remaining list, next part
SMILES	Mtb UGM inh	BoNT F protease	FadD28 binding	CCHF vOTU inh	Mtb FBA inh	GDH-TPI counter	BoNT A protease	BioA inh	PrPC surface inh
N#C/C(=C\c1ccc(Cl)cc1)c1nc2ncccc2[nH]1	1.8	-8	0.5	-7	22	39*	0.8	-0.1	-5
CCn1cc(Cl)c(C(=O)Nc2cc(C(=O)OC)cc(C(=O)OC)c2)n1	-3.1	3	-4.0	-8	-4	-2	-1.0	.	5
N#Cc1ccc(OCC(=O)OCC(=O)Nc2cc(C(F)(F)F)ccc2N2CCOCC2)cc1	0.6	-3	-1.1	9	-4	-5	0.5	.	2
Clc1ccc2ccc3cccnc3c2n1	3.4	-2	-2.8	-12	1	-4	-2.3	-0.1	7
CCC(C)OC(=O)c1cc(C)nc2c(Br)cc(Br)cc12 (configuration not stated)	2.4	-8	0.4	12	2	5	0.9	12	3
CCc1nc(SCc2cccnc2)[nH]c(=O)c1C	1.3	-17	-0.7	6	4	4	0.8	6.1	4
CC(=O)N1CCOc2ccc(S(=O)(=O)N3CCC(C(=O)Nc4ccccc4F)CC3)cc21	-0.6	3	-2.8	9	4	1	-0.4	-0.4	2
O=C(CCC1CCCCC1)Nc1ccccc1O	4.4	0	0.4	-2	-1	-2	0.4	1.9	-3
COc1ccc([C@@H]2[C@@H]3C(=O)N(C(C)(C)C)C(=O)[C@@H]3[C@]3(Cc4ccc(Cl)cc4)C(=O)N(c4cccc(C)c4)C(=O)N23)cc1	-0.2	3	-0.6	12	-1	10	0.3	-2.3	-6
COc1ccc(NC(=O)CN(C)C(=O)CNC(=O)c2cccs2)cc1	2.3	-17	1.0	-8	0	5	-4.7	-0.5	8
COc1ccc(Br)cc1CN1CCN(C(=O)c2ccc(F)cc2)CC1	1.6	-3	-3.5	5	1	-2	-0.4	-0.1	2
CC(=O)OC(c1nc2ccccc2c(=O)n1C1CC2(OC1=O)c1ccccc1N1C(=O)C(C)(C)N(O)C12)C(C)C (configuration not stated)	-1.6	-8	-2.2	-1	2	1	0.1	2.4	6

New compounds follow:
SMILES	Mtb UGM inh	BoNT F protease	FadD28 binding	CCHF vOTU inh	Mtb FBA inh	GDH-TPI counter	BoNT A protease	BioA inh	PrPC surface inh
Nc1ccccc1Cl	0.7	-13	0.6	4	1	8	-1.0	-0.8	0
O=C1Nc2ncccc2OC1CCCl (configuration not stated)	1.6	-23	-0.1	7	-1	10	-0.9	-0.5	4
CC(C)C(NC(=O)CN1C(=O)c2ccccc2S1(=O)=O)C(C)C	0.1	1	-1.1	2	0	-9	0.2	-0.4	9
C=CCn1c(SCC(=O)NCc2ccco2)nnc1C1CCCCC1	3.0	5	0.1	15	0	9	1.0	0.8	0
CCn1c(C)c(C(C)=O)c(N2CCN(C(=O)c3ccco3)CC2)nc1=S	-0.3	-1	0.6	10	4	-2	-0.3	2.2	-4
Cc1nnc(SCc2cccs2)[nH]c1=O	-1.2	-8	-2.6	11	2	-3	0.2	-0.3	-7
Cc1cc(NC(=O)c2cccc(S(=O)(=O)N(C)C)c2)n(-c2ccccn2)n1	-0.8	14	-3.5	1	-12	-7	0.1	0.2	-4
CCOC(=O)c1c(C)n(C)c2ccc(O)c(CN(C)C)c12	-6.1	1	-4.4	-5	0	5	0.0	-0.1	-9
CC1CCCCC1NC(=O)c1ccc(-n2cncn2)cc1 (configuration not stated)	2.0	-10	-1.1	5	-1	-9	1.1	12	0
